Anthrax LF prot: blocks Bacillus anthracis lethal factor protease; inhibition, % at 10 µM; 360,000 compounds, 0.12% hits; AID 588501; multiplex microsphere protease cleavage assay, LF; P15917; in the data active = inhibition above about 30%; note: plate controls were buffer without enzyme for full effect and enzyme alone for no effect
PriA SSB inh: blocks PriA binding to SSB C-terminal tail | 430,000 compounds, 0.6% hits | inhibition, % at 33 µM | AID 1272365 | AlphaScreen SSBct-PriA binding, biotinylated peptide; in the data active = inhibition mostly above about 37%, no sharp cut-off; inactive = mostly below about 20%;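 note: plate controls were negative control peptide for no effect and reference peptide for full effect; strong numbers were not always called active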
DUSP3 inh: inhibitors of human VHR1 phosphatase (DUSP3). P51452. recombinant VHR phosphatase, pNPP absorbance. 290,000 compounds, 0.52% hits. inhibition, % at 13.3 µM; in the data active = inhibition above about 50%; note: some compounds called inactive have numbers as strong as hits
Target sequence (P51452 whole entry, looked up): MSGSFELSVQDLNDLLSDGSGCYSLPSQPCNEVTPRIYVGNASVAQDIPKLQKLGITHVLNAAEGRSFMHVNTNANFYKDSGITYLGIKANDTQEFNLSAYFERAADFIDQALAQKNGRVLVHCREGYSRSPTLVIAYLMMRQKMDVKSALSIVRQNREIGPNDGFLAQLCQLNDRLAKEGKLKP
MazEF act: MazEF (E. coli) toxin RNase activation; FAM/BHQ RNA-DNA oligo cleavage fluorescence, 5 h; P0AE70; 350,000 compounds, 0.32% hits; activation, % at 20 µM; in the data active = activation above about 50%
Target sequence (P0AE70 whole entry, looked up): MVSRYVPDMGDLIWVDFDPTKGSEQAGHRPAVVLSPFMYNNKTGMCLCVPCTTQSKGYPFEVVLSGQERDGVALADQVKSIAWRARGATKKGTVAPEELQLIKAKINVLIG
Yp Topo-I inh: Y. pestis Topo-I inhibition via cleavage products; AID 504884; activity, % at 10 µM; 360,000 compounds, 0.064% hits; Y. pestis Topo-I cleavage product accumulation, plate reader; in the data active = activity above about 50%, passing the limit was not always enough; note: inactives centre near 2
Vc quorum ag: inducers of Vibrio cholerae quorum light production without autoinducers | activation, % at 18.7 µM | 350,000 compounds, 0.16% hits | AID 588436 | V. cholerae BH1578 lux reporter, luminescence, 6 h; in the data active = activation mostly above about 9.7%, no sharp cut-off; note: not every result past the cut was called active; inactives centre near 0; reference of the scale not given here
PfHsp40 rescue: compounds rescuing yeast from Plasmodium falciparum HSP40 toxicity; S. cerevisiae expressing PfHsp40, growth rescue, ATP luminescence; growth rescue, % at 12.5 µM; 340,000 compounds, 0.68% hits; AID 504582; in the data active = growth rescue above about 28%, passing the limit was not always enough;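 note: yeast W303a lacking pdr1 and pdr3 grown in galactose medium; growth measured after three days at 30 °C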
3CLpro inhibitor: SARS-CoV 3CLpro protease inhibition | P0C6X7 | recombinant SARS-CoV 3CLpro, quenched FRET peptide cleavage | inhibition, % at 6 µM | 290,000 compounds, 0.14% hits; in the data active = inhibition above about 12%
TcdB inh: blocks C. difficile toxin B glycohydrolase activity. 350,000 compounds, 0.24% hits. P18177. inhibition, % at 9.99 µM. TcdB glycohydrolase enzymatic assay, plate reader; in the data active = inhibition above about 10%
Rv3671c protease: inhibitors of M. tuberculosis serine protease Rv3671c; 320,000 compounds, 0.048% hits; inhibition, % at 5.96 µM; AID 2606; in the data active = inhibition above about 38%;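 note: extracellular domain of Rv3671c used as enzyme; 0% = enzyme with DMSO and 100% = no enzyme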
Target sequence (P9WHR9 whole entry, looked up, the tested form may be a part): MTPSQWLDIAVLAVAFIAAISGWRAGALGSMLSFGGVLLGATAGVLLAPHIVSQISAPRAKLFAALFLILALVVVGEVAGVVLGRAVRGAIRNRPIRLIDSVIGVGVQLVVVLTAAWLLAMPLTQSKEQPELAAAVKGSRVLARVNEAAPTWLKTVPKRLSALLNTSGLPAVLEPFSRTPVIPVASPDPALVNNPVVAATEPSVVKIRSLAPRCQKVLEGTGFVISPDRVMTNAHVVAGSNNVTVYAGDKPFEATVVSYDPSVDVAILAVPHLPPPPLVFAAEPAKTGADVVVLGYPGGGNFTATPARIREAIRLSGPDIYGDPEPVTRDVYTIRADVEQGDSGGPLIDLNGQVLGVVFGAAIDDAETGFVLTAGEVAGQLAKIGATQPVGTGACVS
Active calls of the source: *; i = inactive; nt = not tested or not shown; & = joins results of further samples. These rows are one share of the data. The share of hits here may be higher or lower than overall.

SMILES	Anthrax LF prot	PriA SSB inh	DUSP3 inh	MazEF act	Yp Topo-I inh	Vc quorum ag	PfHsp40 rescue	3CLpro inhibitor	TcdB inh	Rv3671c protease
COc1ccccc1C(=O)NC(CCSC)C(=O)NCC(c1cccs1)N(C)C (stereo not drawn)	-2	-14	nt	8	5	-0.4	0.4	nt	1.7	1
Cc1cc(C)cc(OCc2nc(-c3cccnc3)no2)c1	0	-13	13	-1	14	1.9	-0.3	1	0.9	-13
O=C(c1ccc(NC2=NC3CS(=O)(=O)CC3S2)cc1)N1CCN(c2ccccc2F)CC1 (stereo not drawn)	-9	7&-4	21	8	0	-0.2	-0.4	-1	0.5	3
O=C(NCN1C(=O)C2C3C=CC(C3)C2C1=O)Nc1ccccn1 (stereo not drawn)	-12	-4	31	5	-5	i	-0.5	5	nt	-4
Cc1cc(F)ccc1S(=O)(=O)Nc1ncnc2scc(-c3ccc(F)cc3)c12	-2	-2	2	-6	-6	-0.3	-0.6	-3	1.3	-10
COc1ccc(COC(=O)Nc2cc3c(C(F)(F)F)nn(C)c3s2)cc1	-3	9	13	2	8	-0.4	1.4	1	nt	-6
O=C(CN1C(=O)NC(c2ccccc2)(c2ccccc2)C1=O)NCc1cccs1	-7	-10	nt	-4	4	-0.7	-0.6	nt	0.5	-9
COc1ccccc1[C@@H]1C(c2cccc(Cl)c2)=NN(c2ccc(Br)cc2)[C@H]1C(=O)N1CCOC1=O	0	-26	0	1	-2	0.6	-1.7	-3	1.1	-4
CCCCSc1nc2c(c(=O)n1CC)SC(C)C2 (stereo not drawn)	-3	5	-17	8	15	i	-0.6	-4	-4.3	-2
Cc1cc(/C=N/N2CCN(C)CC2)c(C)n1-c1ccc(Cl)cc1	-7	i	21	19	-4	0.4	-1.6	0	-2.1	-5
Clc1ccc2c(c1)C(C1=NCCN1)c1ccccc1CS2 (stereo not drawn)	-1	3	3	2	3	-0.1	0.5	1	nt	0
O=[N+]([O-])c1ccc2nc(SCc3cn4cc(Cl)ccc4n3)[nH]c2c1	0	-2	-13	0	-6	-0.3	3.5	1	nt	-13
Cc1ccc(CN2CCC(C(=O)Nc3ccc(Oc4cccnc4)cc3)CC2)cc1	-3	-6	13	-2	7	-3.6	2.4	3	-0.2	nt
O=C1N(Cc2ccccc2)CC2(Br)COCOC12O (stereo not drawn)	-3	-6	nt	8	-5	8.3	-1.1	nt	-1.9	nt
COc1cc(C(=O)Oc2ccccc2N)cc(OC)c1OC	-9	5	24	4	-10	-0.6	-0.6	1	nt	4
CCCCOc1ccc(C(=O)N2CCN(c3ncccn3)CC2)cc1	nt	-8	22	-7	30	-0.7	6.6	-5	0.6	6
Cc1nc(NC(=O)CSc2nccn2C)sc1C(=O)N(C)C	-4	6	-4	2	4	i	-1.2	3	1.2	-3
CC1CC(C)CN(C(=O)CSc2nnc(-c3ccc(Cl)s3)o2)C1 (stereo not drawn)	-13	-22	3	7	-6	-0.2	2.0	1	-1.2	-5
Cc1c(NS(=O)(=O)c2ccc(N3CCN(C)CC3)c([N+](=O)[O-])c2)c(=O)n(-c2ccccc2)n1C	8	-9	22	4	3	0.7	-0.7	3	0.6	3
Cc1cc(S(=O)(=O)N2CCOCC2)ccc1OCC(=O)N1CCCC1	10	-6	-10	5	2	-0.2	-0.5	3	0.5	5
COc1ccc(S(=O)(=O)N2CCc3ccccc32)cc1C(=O)NCC(c1ccco1)N1CCCC1 (stereo not drawn)	4	-2	nt	2	15	0.6	-0.1	nt	-0.5	8
Cc1ccc(NC(=O)CSc2ncc3ccccn23)cc1C	-4	7	2	0	1	-0.4	-0.1	2	1.5	0
Cn1cc(Br)c(-c2cccc(N3C(=O)CCCC3=O)c2)n1	nt	-3	-7	-2	1	-1.3	-1.1	-1	-1.1	3
NC(=O)c1ccc(-n2nnnc2SCC(=O)NC2CCCCC2)cc1	-5	-4	12	1	5	i	-1.1	10	0.9	0
Cc1csc(NC(=O)Cc2ccccc2[N+](=O)[O-])n1	2	4	-5	6	6	-2.6	0.1	0	0.4	-16
O=C(Nc1ccc(N2CCOCC2)cc1)c1csc([C@@H]2C[C@H](O)[C@@H](CO)O2)n1	-4	nt	nt	nt	1	i	nt	nt	0.7	nt
FC(F)(F)c1nc(N2CCN(c3ccccc3)CC2)nc2c1CCCCC2	-4	0	12	-4	-5	3.0	-1.1	0	nt	7
CC(CC(=O)Nc1cccc(S(=O)(=O)N2CCCCC2)c1)c1ccccc1 (stereo not drawn)	-2	-5	nt	-3	11	-5.2	-1.6	nt	1.6	-14
Cc1cccc(NC(=O)C2Cc3ccccc3O/C2=N\O)c1 (stereo not drawn)	-14	nt	9	-5	-3	i	-1.7	-2	0.5	nt
COc1c(Br)cc([N+](=O)[O-])c(OC)c1C(=O)NC(=O)Nc1c(Cl)cccc1Cl	1	0	29	5	7	3.3	1.0	4	0.6	3
CC(=O)Nc1ccc(N(C(=O)CNC(=O)c2ccco2)C(C(=O)NCc2ccco2)c2ccccc2F)cc1 (stereo not drawn)	-3	-2	10	-2	-1	2.5	0.7	-2	0.3	2
Cc1cc(C)c2sc(NC(=O)CN3C(=O)CCC3=O)nc2c1	-3	4&8	14	-14	8	2.1	1.7	-7	1.2	2
N=C(N)c1ccc(/C=C/c2ccc(C(=N)N)cc2O)cc1	-6	6	14	60*	-34	0.6	137*	0	1.3	0
CN1c2ccccc2C(O)=C(C(=S)Nc2ccccc2)S1(=O)=O	0	-13	0	1	-3	-3.0	-2.1	5	nt	-13
Cc1ccc(Nc2ncccc2C(=O)O)cc1C	-16	-1	17	2	4	1.2	-0.6	-2	3.4	13
CCOC(=O)C1CCCN(c2c(NCCN(CC)c3ccccc3)c(=O)c2=O)C1 (stereo not drawn)	-7	-15	19	7	4	-0.2	-1.9	-4	-5.5	-10
CC1CC(C)CN(S(=O)(=O)c2ccc(C(=O)N3CCOCC3)cc2)C1 (stereo not drawn)	-2	-1	24	2	7	i	-2.4	6	0.1	10
CCN(CC)CCNc1nc2cc(OC)c(OC)cc2c2nc(-c3ccccc3)nn12	4	-2	42	12	2	-0.3	1.7	-12	nt	-13
CN(Cc1ccccc1)S(=O)(=O)c1ccc(NC(=O)C2CCCCC2C(=O)O)cc1 (stereo not drawn)	nt	-10	nt	4	12	i	2.2	nt	-1.7	0
COc1cc(C(=O)NCC(c2ccco2)N2CCCC2)ccc1OCc1ccccc1 (stereo not drawn)	-8	6	nt	3	3	-1.9	-0.4	nt	0.4	-3
C=CCC[C@H](Cc1ccc(F)cc1)C(=O)OC[C@@H]1CCCN1C(=O)[C@@H](CC=C)CC(=O)NCCO	4	6	nt	4	15	-0.5	1.0	nt	0.8	1
O=c1c2ccccc2c(C=Nc2cccc(S(=O)(=O)NC3=NCCCCC3)c2)c(O)n1Cc1ccccc1	-1	6	13	-23	26	-2.1	-1.8	2	-1.6	-66
Cc1cccc(NC(=S)Nc2ccc(N3CCOCC3)cc2)c1C	-1	17	22	1	-7	2.1	-1.1	-2	nt	-19
Cc1cc(=O)oc2cc(NC(=O)c3c(Cl)cnn3C)ccc12	0	-21	-2	3	-3	i	-0.7	0	0.6	-4
CCOC(=O)c1c(NC(=O)C2CCN(S(=O)(=O)c3cccs3)CC2)sc(C)c1C	-8	8	0	-14	0	-0.7	-0.3	2	nt	1
Cc1cc(/C=N/NC(=O)C(O)(c2ccccc2)c2ccccc2)c(C)n1-c1cccc(C(=O)O)c1	-5	i	-7	-1	-3	-0.6	-1.4	3	0.8	-14
COc1ccc(C(=O)N/N=C/c2ccc(OC)c(COc3ccc(F)cc3)c2)cc1	1	nt	19	-3	4	i	0.7	7	1.5	-20
CN(c1ccccc1C(=O)NCC1CCCO1)S(C)(=O)=O (stereo not drawn)	14	-13	-2	1	-4	9.1	-0.4	-3	nt	2

10 structures already listed, sorted by molar mass, rising:
SMILES	Anthrax LF prot	PriA SSB inh	DUSP3 inh	MazEF act	Yp Topo-I inh	Vc quorum ag	PfHsp40 rescue	3CLpro inhibitor	TcdB inh	Rv3671c protease
CN(c1ccccc1C(=O)NCC1CCCO1)S(C)(=O)=O (stereo not drawn)	14	-13	-2	1	-4	9.1	-0.4	-3	nt	2
Cc1cccc(NC(=S)Nc2ccc(N3CCOCC3)cc2)c1C	-1	17	22	1	-7	2.1	-1.1	-2	nt	-19
CCOC(=O)C1CCCN(c2c(NCCN(CC)c3ccccc3)c(=O)c2=O)C1 (stereo not drawn)	-7	-15	19	7	4	-0.2	-1.9	-4	-5.5	-10
COc1ccc(C(=O)N/N=C/c2ccc(OC)c(COc3ccc(F)cc3)c2)cc1	1	nt	19	-3	4	i	0.7	7	1.5	-20
CCN(CC)CCNc1nc2cc(OC)c(OC)cc2c2nc(-c3ccccc3)nn12	4	-2	42	12	2	-0.3	1.7	-12	nt	-13
CN(Cc1ccccc1)S(=O)(=O)c1ccc(NC(=O)C2CCCCC2C(=O)O)cc1 (stereo not drawn)	nt	-10	nt	4	12	i	2.2	nt	-1.7	0
CCOC(=O)c1c(NC(=O)C2CCN(S(=O)(=O)c3cccs3)CC2)sc(C)c1C	-8	8	0	-14	0	-0.7	-0.3	2	nt	1
Cc1cc(/C=N/NC(=O)C(O)(c2ccccc2)c2ccccc2)c(C)n1-c1cccc(C(=O)O)c1	-5	i	-7	-1	-3	-0.6	-1.4	3	0.8	-14
C=CCC[C@H](Cc1ccc(F)cc1)C(=O)OC[C@@H]1CCCN1C(=O)[C@@H](CC=C)CC(=O)NCCO	4	6	nt	4	15	-0.5	1.0	nt	0.8	1
O=c1c2ccccc2c(C=Nc2cccc(S(=O)(=O)NC3=NCCCCC3)c2)c(O)n1Cc1ccccc1	-1	6	13	-23	26	-2.1	-1.8	2	-1.6	-66

The results go on:
SMILES	Anthrax LF prot	PriA SSB inh	DUSP3 inh	MazEF act	Yp Topo-I inh	Vc quorum ag	PfHsp40 rescue	3CLpro inhibitor	TcdB inh	Rv3671c protease
COc1ccc(NC(=O)C2(S(=O)(=O)c3ccc(C)cc3)CC2)cc1	0	-1	8	-8	6	0.0	1.1	-6	0.7	1
O=C(NC1CCCN(Cc2ccccc2F)C1)c1cccs1 (stereo not drawn)	-1	-2	-12	8	-1	i	-0.7	8	0.4	1
COc1ccc(CCn2c(O)c(/C=N/N3CCOCC3)c(=O)[nH]c2=O)cc1OC	nt	nt	29	-1	1	-0.9	nt	-1	-0.3	1
COc1cccc(CNc2cc(C)ccn2)c1O	-9	1	76	3	0	i	1.4	-4	-0.6	-2
COc1ccc(NC(=O)Cn2nnc(-c3ccccc3NC(=O)c3ccco3)n2)cc1	-4	-1	23	9	1	i	1.1	2	nt	-15
CCCOc1ccc(C(=O)CCN2CCN(C(=O)OCC)CC2)cc1	-1	-16	21	-6	5	-2.0	-0.2	0	1.6	nt
CC(C)c1cc(C(=O)NNC(=S)NC2CCCCC2)cs1	-4	-14	23	2	6	2.5	7.5	1	1.0	9
CC(=O)Oc1ccccc1C(=O)N1CCN(S(=O)(=O)c2ccc3ccccc3c2)CC1	-4	-15	34	7	21	1.2	1.4	-2	0.4	-5
O=C(Nc1cc(Cl)ccc1O)C1CC(c2c(F)cccc2Cl)=NO1 (stereo not drawn)	16	-16	4	1	-2	-0.3	-0.5	2	-1.4	-12
COC(=O)c1cc(C(=O)N2CCN(c3ccccc3OC)CC2)cc([N+](=O)[O-])c1	0	-3	20	0	18	-0.4	0.8	1	-1.2	-7

Compound activity (PubChem)
